ERAP1 HTS inh: blocks human ERAP1 aminopeptidase activity; Q9NZ08; recombinant ERAP1, Leu-AMC fluorescence, 60 min; inhibition, % at 10.7 µM; 340,000 tested, 0.15% active; AID 652197;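 active = mean replicate inhibition of at least 30%, or all replicates individually reaching that 30% level; inactive = mean below 30% and not every replicate reaching it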;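 also: 0% = neutral control wells and 100% = L-leucinethiol positive control wells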
Target sequence (Q9NZ08 whole entry, looked up): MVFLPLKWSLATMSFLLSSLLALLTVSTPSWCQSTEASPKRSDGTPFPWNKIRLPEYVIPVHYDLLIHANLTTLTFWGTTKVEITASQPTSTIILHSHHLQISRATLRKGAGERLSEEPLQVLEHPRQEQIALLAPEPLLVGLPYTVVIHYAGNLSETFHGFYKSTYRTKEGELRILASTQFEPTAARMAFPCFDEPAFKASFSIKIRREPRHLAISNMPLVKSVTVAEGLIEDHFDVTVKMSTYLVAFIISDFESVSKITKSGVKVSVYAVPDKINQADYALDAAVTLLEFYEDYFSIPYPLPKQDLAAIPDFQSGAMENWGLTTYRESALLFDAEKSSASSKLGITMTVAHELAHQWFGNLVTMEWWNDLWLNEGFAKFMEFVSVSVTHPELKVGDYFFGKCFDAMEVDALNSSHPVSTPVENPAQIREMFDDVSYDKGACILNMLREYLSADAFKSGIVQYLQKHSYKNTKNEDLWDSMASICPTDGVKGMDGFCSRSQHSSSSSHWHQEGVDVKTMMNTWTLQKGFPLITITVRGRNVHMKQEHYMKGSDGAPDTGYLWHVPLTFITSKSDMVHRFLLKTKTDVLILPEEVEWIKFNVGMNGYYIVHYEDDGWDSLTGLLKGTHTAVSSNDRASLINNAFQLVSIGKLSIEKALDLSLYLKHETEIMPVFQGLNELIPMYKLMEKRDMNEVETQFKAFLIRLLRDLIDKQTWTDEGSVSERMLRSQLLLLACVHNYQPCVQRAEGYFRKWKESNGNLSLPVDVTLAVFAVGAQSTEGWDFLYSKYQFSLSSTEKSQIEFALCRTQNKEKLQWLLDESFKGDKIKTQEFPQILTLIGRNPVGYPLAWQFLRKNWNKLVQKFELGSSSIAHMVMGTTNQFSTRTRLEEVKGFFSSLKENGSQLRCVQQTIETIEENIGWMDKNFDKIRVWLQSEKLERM
RAD52 anneal inh: blocks human RAD52 DNA annealing. P43351. recombinant RAD52 DNA annealing, FRET fluorescence. inhibition, % at 18.7 µM. 360,000 tested, 0.46% active. AID 651710;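 active = every replicate showing at least 50% inhibition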
ARNT TACC3 PPI: disruptors of human ARNT/TACC3 interaction | Q9Y6A5 | AlphaScreen His-ARNT PAS-B/GST-TACC3 binding, luminescence; TACC3 fragment carries E629A point mutation | inhibition, % at 9.99 µM | 390,000 tested, 0.66% active | AID 623870;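 active = mean inhibition of replicates at least 50% and at least half of replicates each reaching 50%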;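 also: 0% = complete ARNT plus TACC3 wells and 100% = ARNT alone without TACC3; many hits fall short of the cut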
F508del corr: CFTR F508del correction in bronchial cells | activity (quench increase), % at 7.58 µM | AID 720511 | 350,000 tested, 0.36% active | CFBE cells, YFP halide quenching; stimulated with forskolin plus potentiator P3; % fluorescence drop versus neutral controls;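 active = mean added fluorescence quench of at least 8% versus neutral control, with both replicates also reaching 8%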;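 also: cells transiently co-express mutant CFTR-F508del with the halide-sensitive YFP; corrector assay measuring rescue of mutant channel to the surface after 24 h compound exposure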
esBAF inh: blocks esBAF chromatin remodeling in mouse ES cells. Bmi1-luciferase knock-in reporter, 24 h; 100% = twice the neutral-well signal. reporter increase, % at 12.5 µM. 350,000 tested, 2% active. AID 602393; in the data active = activation above about 40%;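 also: 0% = median of the plate's neutral control wells and 100% = double that signal; a rise in the Bmi1 reporter signal indicates esBAF inhibition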
GSIS activator: primary screen for activators of insulin secretion dependent on glucose, INS-1E cells, GLuc reporter luminescence. 370,000 tested, 0.61% active. activation, % at 16.6 µM. INS-1E GLuc reporter insulin secretion, 2-3 h. AID 743287;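 active = lowest replicate activation of at least 40%, so every replicate reaches that level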;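 also: 0% = median of neutral control wells and 100% = median of IBMX positive control wells; some compounds called inactive have numbers as strong as hits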
RAD54 inh: blocks human RAD54 Holliday junction branch migration; Q92698; FAM/BHQ fluorescence; inhibition, % at 10.4 µM; 360,000 tested, 0.14% active; AID 602329;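 active = mean normalized replicate activity at least 40 and at least half of replicates scoring 40 or more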;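 also: 0% = median of neutral control wells and 100% = median of positive control wells; inhibitors cause a drop in the FAM fluorescence signal; in these data hits start at about 50%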
Xi reactivation: X-chromosome reactivation activator; XiGFP mouse fibroblasts, % GFP-positive cells imaging, 3 d; cells co-treated with 5-aza-dC sensitizer; scaled so ellipticine positive control = 100%; activation, % at 7.58 µM; 360,000 tested, 0.055% active; AID 743238;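 active = mean normalized replicate activation at least 10% and every replicate at or above 10%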;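 also: 0% = median of on-plate neutral control wells and 100% = ellipticine 6 µM median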
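System: 68-5-11 XiGFP fibroblast line; Timing: 3 days compound exposure; Compound dosing: one concentration, pinned; Benchmarks: positive control ellipticine, 6 µM final; Buffer or medium: DMEM containing 5-aza-dC.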
Starred values were filed as active, the others as inactive.

Results for O=C(O)c1cccc2cc(-c3ccccc3)oc(=O)c12 ?
ERAP1 HTS inh: -21; RAD52 anneal inh: -11; ARNT TACC3 PPI: -8; F508del corr: 1.0; esBAF inh: 2; GSIS activator: 7; RAD54 inh: -4; Xi reactivation: 0.0

How did CO[C@H]1CN(C)C(=O)c2ccc(NC(=O)c3cnccn3)cc2OC[C@H](C)NC[C@@H]1C do in these assays?
ERAP1 HTS inh: -2; RAD52 anneal inh: -55; F508del corr: -1.7; GSIS activator: 20; Xi reactivation: 0.0

How did Clc1ccc(CN2CCC(c3ccccc3)CC2)cc1 do in these assays?
ERAP1 HTS inh: -5; RAD52 anneal inh: 4; ARNT TACC3 PPI: 1; F508del corr: 0.1; esBAF inh: -2; GSIS activator: 2; RAD54 inh: -4; Xi reactivation: 0.1

Results for COc1cc(C(=O)Nc2ncccc2C)ccc1OCC(=O)N1CCOCC1 ?
ERAP1 HTS inh: 10; RAD52 anneal inh: -11; ARNT TACC3 PPI: -2; F508del corr: -0.8; esBAF inh: -6; GSIS activator: 7; RAD54 inh: -12; Xi reactivation: 0.3

How did C[C@H]1CN=C(Nc2ccccc2)N1CC1CCCCC1 do in these assays?
ERAP1 HTS inh: 1; RAD52 anneal inh: -13; ARNT TACC3 PPI: -2; F508del corr: 0.9; esBAF inh: -3; GSIS activator: 21; RAD54 inh: 5; Xi reactivation: 1.1

Results for Cc1cccc(NC(=O)CN2CCN(C(=O)CNC(=O)c3ccc(-c4ccccc4)cc3)CC2)c1C ?
ERAP1 HTS inh: -4; RAD52 anneal inh: -9; F508del corr: 0.2; esBAF inh: -7; RAD54 inh: 3; Xi reactivation: 0.3

Results for CC(C)CNC(=S)N1CCC(C(=O)c2ccc(Cl)cc2)CC1 ?
ERAP1 HTS inh: -1; RAD52 anneal inh: -25; F508del corr: -2.4; esBAF inh: -1; GSIS activator: -48; RAD54 inh: 5; Xi reactivation: -0.1

Results for CCn1c(C)c(C(C)=O)c(N2CCN(c3ccc(F)cc3)CC2)nc1=S ?
ERAP1 HTS inh: 2; RAD52 anneal inh: -24; esBAF inh: 11; GSIS activator: 1; RAD54 inh: -10

What do the screens show for `Cc1cc(OCCn2cncn2)ccc1[N+](=O)[O-]`?
ERAP1 HTS inh: 0; RAD52 anneal inh: -6; ARNT TACC3 PPI: 23; F508del corr: -3.2; esBAF inh: -10; GSIS activator: 0; RAD54 inh: 5; Xi reactivation: 0.2

Results for COC(=O)C1=C(C)N(Cc2ccc(C(F)(F)F)cc2)C(=NCc2ccccc2)NC1c1cccc(C(F)(F)F)c1 (stereo unspecified) ?
ERAP1 HTS inh: -2; RAD52 anneal inh: -8; F508del corr: -3.6; GSIS activator: 158*; Xi reactivation: -0.1

What do the screens show for `Cc1cc(S(=O)(=O)N2CCOCC2)ccc1OCC(=O)NCC1CCCO1` (stereo unspecified)?
ERAP1 HTS inh: 2; RAD52 anneal inh: -2; ARNT TACC3 PPI: -2; F508del corr: 0.0; esBAF inh: -2; GSIS activator: 4; RAD54 inh: -20; Xi reactivation: 0.0

What do the screens show for `CC(=O)c1ccccc1C(=O)N1CCCC(CNC(=O)c2ccc(F)cc2)C1` (stereo unspecified)?
ERAP1 HTS inh: 1; RAD52 anneal inh: -2; F508del corr: -3.4; esBAF inh: 4; GSIS activator: 14; RAD54 inh: 4; Xi reactivation: 0.2

A draw from above in order of formula weight, ascending:
What do the screens show for `Cc1cc(OCCn2cncn2)ccc1[N+](=O)[O-]`?
ERAP1 HTS inh: 0; RAD52 anneal inh: -6; ARNT TACC3 PPI: 23; F508del corr: -3.2; esBAF inh: -10; GSIS activator: 0; RAD54 inh: 5; Xi reactivation: 0.2

How did Clc1ccc(CN2CCC(c3ccccc3)CC2)cc1 do in these assays?
ERAP1 HTS inh: -5; RAD52 anneal inh: 4; ARNT TACC3 PPI: 1; F508del corr: 0.1; esBAF inh: -2; GSIS activator: 2; RAD54 inh: -4; Xi reactivation: 0.1

Results for CC(C)CNC(=S)N1CCC(C(=O)c2ccc(Cl)cc2)CC1 ?
ERAP1 HTS inh: -1; RAD52 anneal inh: -25; F508del corr: -2.4; esBAF inh: -1; GSIS activator: -48; RAD54 inh: 5; Xi reactivation: -0.1

What do the screens show for `CC(=O)c1ccccc1C(=O)N1CCCC(CNC(=O)c2ccc(F)cc2)C1` (stereo unspecified)?
ERAP1 HTS inh: 1; RAD52 anneal inh: -2; F508del corr: -3.4; esBAF inh: 4; GSIS activator: 14; RAD54 inh: 4; Xi reactivation: 0.2

Results for Cc1cccc(NC(=O)CN2CCN(C(=O)CNC(=O)c3ccc(-c4ccccc4)cc3)CC2)c1C ?
ERAP1 HTS inh: -4; RAD52 anneal inh: -9; F508del corr: 0.2; esBAF inh: -7; RAD54 inh: 3; Xi reactivation: 0.3

Continued.
Results for COCC#Cc1cnc2c(c1)C(=O)N([C@H](C)CO)C[C@H](C)[C@@H](CN(C)C(=O)C1CCC1)O2 ?
ERAP1 HTS inh: 2; RAD52 anneal inh: -5; ARNT TACC3 PPI: -11; F508del corr: -0.2; esBAF inh: 1; GSIS activator: -3; RAD54 inh: -1; Xi reactivation: -0.4

Results for Cc1ccc(/C=N/NC(=O)C(=O)N/N=C/c2ccc(C)o2)o1 ?
ERAP1 HTS inh: -2; RAD52 anneal inh: -4; ARNT TACC3 PPI: 4; F508del corr: -0.7; GSIS activator: 21; Xi reactivation: 0.0

How did COc1ccc(-c2ccc3[nH]c4c(c3c2)CCN2C(=O)[C@@H]([C@H](C)O)[C@@H](N(C)C(=O)Nc3ccccc3)C[C@@H]42)cc1 do in these assays?
RAD52 anneal inh: -22; F508del corr: 0.0; esBAF inh: -5; GSIS activator: -9; RAD54 inh: -2; Xi reactivation: 0.5

What do the screens show for `Cc1noc(C)c1NC(=O)Nc1ccc2c(c1)CC(=O)N([C@@H](C)CO)C[C@H](C)[C@@H](CN(C)C(=O)Nc1ccccc1)O2`?
ERAP1 HTS inh: 1; RAD52 anneal inh: -8; ARNT TACC3 PPI: -5; F508del corr: -0.8; esBAF inh: -1; GSIS activator: 21; RAD54 inh: 2; Xi reactivation: 1.1

How did COc1cc2nc(C3CCC3)n(NC(=O)C3CCC(OC)CC3)c(=O)c2cc1OC (stereo unspecified) do in these assays?
ARNT TACC3 PPI: -3; esBAF inh: 6; GSIS activator: -6; RAD54 inh: 6

Results for C[C@H]1CN([C@@H](C)CO)C(=O)Cc2cc(NC(=O)Nc3ccccc3)ccc2O[C@@H]1CN(C)C(=O)Nc1cccc2ccccc12 ?
ERAP1 HTS inh: -2; RAD52 anneal inh: -8; ARNT TACC3 PPI: 9; F508del corr: -0.4; esBAF inh: 4; GSIS activator: 1; RAD54 inh: 6; Xi reactivation: -1.0

Results for O=C(C[C@@H]1CC[C@@H](NS(=O)(=O)c2ccc(F)cc2)[C@H](CO)O1)N1CCN(c2ccccc2)CC1 ?
ERAP1 HTS inh: 3; RAD52 anneal inh: -10; ARNT TACC3 PPI: 3; F508del corr: -0.4; esBAF inh: 7; GSIS activator: -4; RAD54 inh: 0; Xi reactivation: 0.2

Results for CS(=O)(=O)N1CC(=O)N2[C@H](CO)[C@@H](c3ccc(Br)cc3)[C@H]2C1 ?
ERAP1 HTS inh: 0; RAD52 anneal inh: -9; F508del corr: -2.5; GSIS activator: 5; Xi reactivation: 0.2

How did Oc1c(Br)cc(Br)cc1C=NCc1ccccc1 do in these assays?
ERAP1 HTS inh: 6; RAD52 anneal inh: -2; ARNT TACC3 PPI: 2; GSIS activator: -16; Xi reactivation: 0.0

Results for Cc1ccc2nc(SCC3CCCCO3)[nH]c2c1 (stereo unspecified) ?
ERAP1 HTS inh: -1; RAD52 anneal inh: -23; ARNT TACC3 PPI: 5; F508del corr: -1.5; esBAF inh: -56; GSIS activator: -10; Xi reactivation: -0.2

How did CCC(=O)Nc1ccc2c(c1)C(=O)N(C)[C@H]1CC[C@H](CC(=O)Nc3ccc(C(C)C)cc3)O[C@@H]1CO2 do in these assays?
ERAP1 HTS inh: -2; RAD52 anneal inh: -7; ARNT TACC3 PPI: 9; F508del corr: -0.5; esBAF inh: -2; GSIS activator: -2; RAD54 inh: -1; Xi reactivation: 0.3

What do the screens show for `COc1ccc(S(=O)(=O)N2CCCCC2)cc1NC(=O)c1[nH]c(C)c(C(C)=O)c1C`?
ARNT TACC3 PPI: 1; F508del corr: -2.3; esBAF inh: 7; RAD54 inh: -1

What do the screens show for `CCNC(=O)/C=C/c1ccccc1[N+](=O)[O-]`?
ERAP1 HTS inh: 2; RAD52 anneal inh: -1; ARNT TACC3 PPI: 4; F508del corr: -2.8; esBAF inh: -6; GSIS activator: 17; Xi reactivation: -0.1

Results for O=C(O)CCN(Cc1ccccc1)S(=O)(=O)c1ccccc1Cl ?
ERAP1 HTS inh: 1; RAD52 anneal inh: -11; ARNT TACC3 PPI: -11; F508del corr: 5.1; GSIS activator: 0; Xi reactivation: 0.1

Results for Cc1cccc(CSc2nnc([C@@H]3CCCN3C(=O)OC(C)(C)C)o2)c1 ?
RAD52 anneal inh: -14; ARNT TACC3 PPI: -1; F508del corr: -0.4; GSIS activator: -2; Xi reactivation: 0.0

What do the screens show for `CC(=O)NCCNc1nc2cc(-c3ccccc3)sc2c(=O)n1C`?
ERAP1 HTS inh: 0; RAD52 anneal inh: 3; F508del corr: -0.3; esBAF inh: -7; GSIS activator: -11; RAD54 inh: 8; Xi reactivation: 0.0

What do the screens show for `C=CCn1c(=O)c2c(C)c(C)sc2n2c(Nc3ccccc3)nnc12`?
ARNT TACC3 PPI: 2; esBAF inh: -9; GSIS activator: 16; RAD54 inh: 13

What do the screens show for `C=CCn1c(O)c(N=NC(=S)Nc2ccc(OC)cc2)c2ccccc21`?
ARNT TACC3 PPI: 18; esBAF inh: 1; GSIS activator: -10; RAD54 inh: 0; Xi reactivation: 0.0

How did CCOC(=O)C(=NC(C)CC)NNc1ccc(Br)cc1 (stereo unspecified) do in these assays?
ERAP1 HTS inh: -3; RAD52 anneal inh: -9; ARNT TACC3 PPI: -14; F508del corr: -2.3; GSIS activator: -6; Xi reactivation: 0.0

How did O=S(=O)(c1ccccc1)N1CCN(Cc2c(O)ccc3ccccc23)CC1 do in these assays?
ERAP1 HTS inh: 2; RAD52 anneal inh: -21; ARNT TACC3 PPI: -5; F508del corr: 0.9; esBAF inh: 2; GSIS activator: -35; RAD54 inh: 12; Xi reactivation: -0.1

Results for O=S(=O)(Nc1cccc(-c2ccc(N3CCCCCC3)nn2)c1)c1ccc(C(F)(F)F)cc1 ?
ERAP1 HTS inh: 3; RAD52 anneal inh: -9; ARNT TACC3 PPI: 2; F508del corr: -0.1; esBAF inh: 56*; GSIS activator: -10; RAD54 inh: -11; Xi reactivation: 0.2

Results for O=c1[nH]ncc(NCCc2ccccc2)c1Cl ?
ERAP1 HTS inh: 1; RAD52 anneal inh: -7; ARNT TACC3 PPI: 0; F508del corr: 3.3; GSIS activator: 2; Xi reactivation: 0.0

Results for CN(C)C(=O)c1ccc(-c2ccc([C@H]3[C@H](CO)N4C(=O)CN(C(=O)C5CCCC5)C[C@@H]34)cc2)cc1 ?
ERAP1 HTS inh: 0; RAD52 anneal inh: 2; F508del corr: 1.5; GSIS activator: -3; Xi reactivation: 0.3

How did COc1cc(OC)c(OC)cc1CNC(=O)c1ccc(S(=O)(=O)N2CC(C)OC(C)C2)cc1 (stereo unspecified) do in these assays?
ERAP1 HTS inh: -5; RAD52 anneal inh: 0; ARNT TACC3 PPI: 21; F508del corr: -0.9; esBAF inh: -3; GSIS activator: -13; RAD54 inh: 4; Xi reactivation: 0.4

High-throughput results as filed in PubChem BioAssay.
